High-throughput results as filed in PubChem BioAssay.
Hsp70 displacement: small molecules displacing fluorescent ligand from Hsp70 – biochemical, fluorescence polarization, primary screen (AID 583); Hsp70 fluorescence polarization probe displacement, mP; higher % means a stronger effect; displacement, % at 20 µM, or IC50 in µM where a hit was titrated; hit rate 0.06% among 140,000; in the data active = displacement above about 50%;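 note: plate controls were vehicle for no effect and reference ligand for full effect; a part of the inactive calls stands beside numbers as strong as those of hits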
MKP-3 inhibition: inhibition of rat DUSP6 enzyme activity – biochemical, in vitro, primary screen (AID 425); inhibition, % at 20 µM; hits with a dose series show IC50 in µM; hit rate 0.17% among 110,000; recombinant MKP-3 phosphatase activity, fluorescence; higher % means a stronger effect; in the data active = inhibition above about 50%;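 note: plate controls were vehicle for no effect and reference inhibitor for full effect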
* marks the source's active call; other numbers are inactive results; & = joins results of further samples. These rows are one share of the data, so the mix of outcomes need not match the whole.

COc1cccc(-c2cc(C(F)(F)F)n3ncc(C(=O)O)c3n2)c1 was read as Hsp70 displacement 1.6% and MKP-3 inhibition 4.8%.
`CCc1cc(C)cc(OCCNC(=O)c2ncn[nH]2)c1` gave Hsp70 displacement 6.1% and MKP-3 inhibition -1.9%.
`N#Cc1cc2ccccc2nc1SCC(=O)Nc1ccc(S(=O)(=O)N2CCCC2)cc1` gave Hsp70 displacement -14.3% and MKP-3 inhibition -2.3%.
`Cc1ccc(CCNC(=O)C2CCC(=O)N2Cc2cccnc2)cc1` (stereo not given) gave Hsp70 displacement -3.1% and MKP-3 inhibition 0.5%.
CCOc1ccc(/C=N/NC(=O)c2ccccc2O)cc1 was read as Hsp70 displacement 4.3% and MKP-3 inhibition -2.2%.
`COc1cc(/C=C2\SC(=S)N(C)C2=O)ccc1OC(=O)c1sc2cc(C)ccc2c1Cl` gave Hsp70 displacement 3.0% and MKP-3 inhibition -0.7%.
COc1ccc(S(=O)(=O)Nc2ccc(C)c(Cl)c2)cc1OC was read as Hsp70 displacement 1.0% and MKP-3 inhibition 3.1%.
For CCC(CC)C(=O)NCCN1CCN(C(=O)C(CC)CC)CC1 the results were Hsp70 displacement 0.7%.
Screening CCn1c(CC(=O)Nc2cccc(OC)c2)nnc1SCC(=O)Nc1nccs1 returned Hsp70 displacement 4.5% and MKP-3 inhibition -12.7%.
For CCn1c(SCC(=O)NCCc2ccc(OC)c(OC)c2)nc2c1c(=O)n(C)c(=O)n2C the results were Hsp70 displacement 0.1% and MKP-3 inhibition -10.5%.
Brc1cc2c(cc1Cn1c(-c3cncs3)nc3ccccc31)OCO2 was read as Hsp70 displacement -1.3% and MKP-3 inhibition -5.2%.
CCOc1ccc(N2C(=O)S/C(=C\c3ccc(C)o3)C2=O)cc1 was read as Hsp70 displacement -0.9% and MKP-3 inhibition 1.9%.
For Cc1ccc(N2NC(=O)/C(=C/c3ccc(-c4ccc(S(N)(=O)=O)cc4)o3)C2=O)cc1 the results were Hsp70 displacement 0.5% and MKP-3 inhibition 3.8%.
For CCCCOC(=O)CCNc1n[nH]c(=O)[nH]c1=O the results were Hsp70 displacement 0.9% and MKP-3 inhibition 2.7%.
For Cc1ccc(-n2c(N)c(C(=O)NCc3ccco3)sc2=S)cc1 the results were Hsp70 displacement 3.1%.

Random excerpt: 4 entries already listed, in no set order.
Brc1cc2c(cc1Cn1c(-c3cncs3)nc3ccccc31)OCO2 was read as Hsp70 displacement -1.3% and MKP-3 inhibition -5.2%.
`Cc1ccc(CCNC(=O)C2CCC(=O)N2Cc2cccnc2)cc1` (stereo not given) gave Hsp70 displacement -3.1% and MKP-3 inhibition 0.5%.
For Cc1ccc(-n2c(N)c(C(=O)NCc3ccco3)sc2=S)cc1 the results were Hsp70 displacement 3.1%.
For CCC(CC)C(=O)NCCN1CCN(C(=O)C(CC)CC)CC1 the results were Hsp70 displacement 0.7%.

Further structures:
For Cc1cc(C)cc(NC(=O)COc2ccc(Cl)cc2C)c1 the results were Hsp70 displacement 1.1% and MKP-3 inhibition 2.1%.
Screening CCc1nnc(NS(=O)(=O)c2ccc(N/C=C\C(=O)c3ccc4c(c3)OCO4)cc2)s1 returned Hsp70 displacement -8.3% and MKP-3 inhibition -0.7%.
COc1ccc(-c2cc(C(=O)Nc3ccccn3)c3ccccc3n2)cc1OC was read as Hsp70 displacement 2.0% and MKP-3 inhibition 1.5%.
Cc1cc(C)n2nnnc2c1C#N was read as Hsp70 displacement -3.1% and MKP-3 inhibition 1.0%.
For COc1cc(OC)cc(C(=O)Nc2ccc(C(N)=O)cc2)c1 the results were Hsp70 displacement 1.3% and MKP-3 inhibition -0.2%.
For Cc1nn(CCC(=O)NNC(=S)Nc2cccc(Cl)c2)c(C)c1[N+](=O)[O-] the results were Hsp70 displacement 7.3%.
`CCc1nnc(SCc2cn3c(C)cc(C)nc3n2)n1N` gave Hsp70 displacement 1.3% and MKP-3 inhibition -2.4%.
Screening Cc1cc(C)n(S(=O)(=O)c2cccc(Cl)c2Cl)n1 returned Hsp70 displacement -4.1%&2.5% and MKP-3 inhibition -0.3%&-2.5%.
For CCOC(=O)N1CCC(n2c(=S)[nH]c3ccccc3c2=O)CC1 the results were Hsp70 displacement 2.4%.
Screening Cc1ccc(Cn2c(C(=O)NCCCN3CCOCC3)cc3sccc32)cc1 returned Hsp70 displacement 3.0% and MKP-3 inhibition 1.1%.
Screening CCn1c(=O)c(C(=O)Nc2ccccc2O)c(O)c2ccccc21 returned Hsp70 displacement -2.0% and MKP-3 inhibition -0.5%.
Screening Cc1ccc(S(=O)(=O)NCCC2(C(C)C)CCOC(C)(C)C2)cc1 (stereo not given) returned Hsp70 displacement 1.5%.
For Cc1ccc(/C=C2\SC(=O)N(CCC(=O)NNC(=O)c3cccc(Cl)c3)C2=O)cc1 the results were Hsp70 displacement -8.2% and MKP-3 inhibition 0.8%.
CC1CCCN(c2nc3c(c(=O)n(C)c(=O)n3C)n2CCSc2nc3ccccc3o2)C1 (stereo not given) was read as Hsp70 displacement 2.7% and MKP-3 inhibition -12.0%.
`O=C(c1ccco1)N1CCN(C(=O)C2CCCN(S(=O)(=O)Cc3ccccc3)C2)CC1` (stereo not given) gave Hsp70 displacement 1.7% and MKP-3 inhibition -5.2%.

Structural class, the entries above with an NH in an aromatic ring
`CCc1cc(C)cc(OCCNC(=O)c2ncn[nH]2)c1` gave Hsp70 displacement 6.1% and MKP-3 inhibition -1.9%.
For CCCCOC(=O)CCNc1n[nH]c(=O)[nH]c1=O the results were Hsp70 displacement 0.9% and MKP-3 inhibition 2.7%.
For CCOC(=O)N1CCC(n2c(=S)[nH]c3ccccc3c2=O)CC1 the results were Hsp70 displacement 2.4%.

The list goes on.
For CCOC(=O)c1c(NC(=O)COc2ccc(Cl)cc2)sc(C(=O)Nc2ccc(OC)cc2OC)c1C the results were Hsp70 displacement 0.1% and MKP-3 inhibition 5.7%.
For Cc1ccc(Nc2cc(C)c3ccccc3n2)c(C)c1 the results were Hsp70 displacement -1.8% and MKP-3 inhibition -4.0%.
`COC(=O)C(CCCCNC(=O)OCc1ccccc1)NC(=O)CN` (stereo not given) gave Hsp70 displacement 5.2% and MKP-3 inhibition 4.0%.
Screening C(=N\Nc1nn[nH]n1)/c1ccccc1 returned Hsp70 displacement 0.1%.
COCCNC(=O)C(C)Sc1ccc(Cl)cc1 (stereo not given) was read as Hsp70 displacement 1.0% and MKP-3 inhibition -1.0%.
COCCOC(=O)c1c(C)oc2ccc(OC/C=C/c3ccccc3)cc12 was read as Hsp70 displacement 2.5% and MKP-3 inhibition 3.7%.
Screening COc1ccc(-c2cc(C(F)(F)F)n3ncc(C(=O)N4CCN(Cc5ccccc5)CC4)c3n2)cc1 returned Hsp70 displacement -7.5% and MKP-3 inhibition 5.2%.
CCN(CC)C(=S)SC1CC(=O)N(c2ccccc2)C1=O (stereo not given) was read as Hsp70 displacement -1.7% and MKP-3 inhibition -5.5%.
Screening O=C(Nc1nc(-c2ccc(S(=O)(=O)N3CCCC3)cc2)cs1)C1COc2ccccc2O1 (stereo not given) returned Hsp70 displacement -1.7% and MKP-3 inhibition -4.4%.
Screening COc1c(N)c2ccccc2[nH]c1=O returned Hsp70 displacement 1.4% and MKP-3 inhibition 5.5%.
Screening O=C(COC(=O)c1c2ccccc2cc2ccccc12)Nc1ncc(C(F)(F)F)cc1Cl returned Hsp70 displacement 6.3%.
`CCN(CC)C(=O)CN(C)S(=O)(=O)c1cccc2nsnc12` gave Hsp70 displacement 13.7% and MKP-3 inhibition 1.0%.
Cc1ccc(-c2ccc(=O)n(CC(=O)Nc3cccc(C(=O)N4CCN(C)CC4)c3)n2)cc1 was read as Hsp70 displacement 0.3% and MKP-3 inhibition -3.2%.
COc1ccc(-c2csc(N(CC3CCCO3)C(=O)c3ccc(C)cc3)n2)cc1 (stereo not given) was read as Hsp70 displacement 0.9%.
For COc1ccc(N=Cc2c(O)n(-c3ccccc3F)c(=O)[nH]c2=O)c(OC)c1 the results were Hsp70 displacement 1.0% and MKP-3 inhibition -0.5%.
For COc1ccc(OCc2cccc(C(=O)Nc3cc(C)on3)c2)cc1 the results were Hsp70 displacement -0.7%.
Screening O=C(CSc1nnc(-c2ccc3c(c2)OCCO3)o1)NC1CCCCC1 returned Hsp70 displacement -0.2% and MKP-3 inhibition -3.7%.
Screening CC(C)C(=O)NC(=S)N1CCOCC1 returned Hsp70 displacement 2.6% and MKP-3 inhibition -9.1%.
`OC(CNCC1CCCO1)Cn1c2ccc(Br)cc2c2cc(Br)ccc21` (stereo not given) gave Hsp70 displacement -1.3%&-0.2% and MKP-3 inhibition 7.3%.
`Cc1nc2ccccc2n1CC(O)COC1CCCCC1` (stereo not given) gave Hsp70 displacement -1.5%.
Screening O=C(CSc1nnc2ccccn12)N1CCc2ccccc2C1 returned Hsp70 displacement 0.1% and MKP-3 inhibition -5.4%.
`CCC(=O)Nc1nnc(-c2ccncc2)s1` gave Hsp70 displacement 4.3%.
CC1CC(C)CN(S(=O)(=O)c2cccc(C(=O)OCCN3CCCC3=O)c2)C1 (stereo not given) was read as Hsp70 displacement 1.5%.
For NS(=O)(=O)c1ccc(-c2ccc(/C=N/Nc3ccccc3)o2)cc1 the results were Hsp70 displacement -5.0% and MKP-3 inhibition 1.1%.
For Cc1ccc(CNC(=O)CSc2c3c(nc4cc(Cl)ccc24)CCCC3)o1 the results were Hsp70 displacement -2.7%.
Cc1ccccc1NC(=O)C1CC(=O)N(c2ccccc2F)C1 (stereo not given) was read as Hsp70 displacement 20.2% and MKP-3 inhibition -0.4%.
Screening COC(=O)C1CCN(C(=O)COc2ccc(Cl)cc2)CC1 returned Hsp70 displacement 3.5% and MKP-3 inhibition -10.0%.
`CCN(CC)C(=Nc1ccccc1)n1cncn1` gave Hsp70 displacement -0.5% and MKP-3 inhibition -0.4%.
For Cc1ccccc1OCC(=O)Nc1ccc(C(N)=O)cc1 the results were Hsp70 displacement -1.6%.
For CCCC1CCC(C(=O)Nn2cnc3ccccc3c2=O)CC1 (stereo not given) the results were Hsp70 displacement -0.6% and MKP-3 inhibition -10.3%.
Screening CC(=O)Nc1cc(-c2ccc(Cl)cc2)[nH]n1 returned Hsp70 displacement -2.5% and MKP-3 inhibition -4.2%.
CC(=O)Nc1ccccc1-c1nc2ccc(C(=O)N3CCN(c4ccccc4)CC3)cc2[nH]c1=O was read as MKP-3 inhibition 4.0%.
For COC(=O)C1=C(C)N(C)C(C)=C(C(=O)OC)C1c1ccccc1Br the results were Hsp70 displacement -1.1% and MKP-3 inhibition 3.9%.
Cc1ccc(CNC(=O)C2CNc3cc(C)ccc3O2)cc1 (stereo not given) was read as Hsp70 displacement -3.6% and MKP-3 inhibition 1.9%.
`CCOC(=O)C1=C(O)/C(=C\c2ccccc2Cl)N=C1C` gave Hsp70 displacement 1.2% and MKP-3 inhibition 2.7%.
CCOCc1cnc(C)nc1NCC(=O)c1c(C)[nH]c2ccccc12 was read as Hsp70 displacement -2.0%.
For Cc1c(C)[n+](=O)c(-c2cccs2)c(C)n1[O-] the results were Hsp70 displacement -5.2% and MKP-3 inhibition -5.2%.
`CC(=O)c1c(OC(=O)c2ccco2)ccc2c(C)cc(=O)oc12` gave Hsp70 displacement -3.4% and MKP-3 inhibition 4.7%.
`COc1ccc(C(C)=O)cc1N1C(=O)C2C3C=CC(C3=C(c3ccccc3)c3ccccc3)C2C1=O` (stereo not given) gave Hsp70 displacement 0.8% and MKP-3 inhibition 3.5%.
`CC(=O)Nc1c(O)[nH]c2ccccc12` gave Hsp70 displacement 0.3% and MKP-3 inhibition -3.7%.
`OCCN(Cc1ccccc1)CC1CC=CCC1` (stereo not given) gave Hsp70 displacement -5.3% and MKP-3 inhibition -2.5%.
`CN1CCN(CCCNC(=O)c2cn(C3CCCCC3)c(=O)c3c2c2ccccc2n3C)CC1` gave MKP-3 inhibition 1.0%.
Cc1ccccc1-c1noc(-c2ccc(C(C)(C)C)cc2)n1 was read as Hsp70 displacement -0.3% and MKP-3 inhibition 4.8%.
`O=C1C(C=NCc2ccncc2)=C(O)c2ccccc21` gave Hsp70 displacement -4.9%.
Screening COc1cc(-c2noc(-c3ccco3)n2)cc(OC)c1OC returned Hsp70 displacement 6.0% and MKP-3 inhibition 4.6%.
Screening O=C(O)C1Cc2ccccc2CN1C(=O)c1ccccc1Cl (stereo not given) returned Hsp70 displacement 1.6%.
`O=C1C2C3c4ccccc4C(c4ccccc43)C2c2nc3ccccc3n21` (stereo not given) gave Hsp70 displacement 0.3%.
Screening Brc1ccc2ncnc(Nc3ccc(N4CCOCC4)cc3)c2c1 returned Hsp70 displacement 1.4% and MKP-3 inhibition 0.4%.
Screening CCN(CC)S(=O)(=O)c1cccc(C(=O)N[C@H](C(=O)OCC(=O)Nc2ccccc2)C(C)C)c1 returned Hsp70 displacement 0.4%.
For Cc1ccc(/C=C2\SC(=S)N(c3cccc(C)c3C)C2=O)cc1 the results were Hsp70 displacement 0.4% and MKP-3 inhibition -3.3%.
For CCCn1c(SCc2ccccn2)nc2c1c(=O)n(C)c(=O)n2C the results were Hsp70 displacement -1.0% and MKP-3 inhibition 0.3%.
O=C(NC(NC(=S)Nc1ccc(F)cc1)C(Cl)(Cl)Cl)c1ccc(F)cc1 (stereo not given) was read as Hsp70 displacement -1.3% and MKP-3 inhibition 4.6%.
For N#Cc1ccc(OCCN2C(=O)NC3(CCSC3)C2=O)cc1 (stereo not given) the results were Hsp70 displacement 19.7% and MKP-3 inhibition -7.1%.
For COc1ccc2c(c1)-c1c(ssc1=Nc1ccc(S(=O)(=O)NC(C)=O)cc1)C(C)(C)N2 the results were Hsp70 displacement 5.7% and MKP-3 inhibition 2.1%.
For CC1CCN(S(=O)(=O)c2ccc3ccccc3c2)CC1 the results were Hsp70 displacement -1.1%.
`c1cc2c(cc1C1CCCN1)OCCCO2` (stereo not given) gave Hsp70 displacement -2.2% and MKP-3 inhibition -8.6%.
